SENP6 inh: inhibitors of human SENP6 protease; Q9GZR1; inhibition, % at 10 µM; 330,000 tested, 1.8% active; AID 2599; Recombinant SENP6 catalytic domain, aminoluciferin luminescence;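 active = inhibition above about 50% at the single tested dose, limit read from the data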;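 also: plate controls were DMSO wells with enzyme for no effect and DMSO wells lacking enzyme for full effect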
SENP8 block-1: inhibitors of human SENP8 protease; Q96LD8; purified SENP8, Z-RLRGG-aminoluciferin cleavage, luminescence; inhibition, % at 10 µM; 330,000 tested, 1.2% active; AID 2540; in the data active = inhibition above about 50%
SENP7 inh: SENP7 protease inhibition; recombinant SENP7, Z-RLRGG-aminoluciferin luminescence, 40 min; Q9BQF6; inhibition, % at 5 µM; 330,000 tested, 1.5% active; AID 434973;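 active = inhibition above about 50% at the single test dose, limit read from the data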;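 also: plate controls were DMSO with enzyme for no effect and no enzyme buffer wells for full effect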
PfGluPho inh: PfG6PD (Plasmodium falciparum) enzyme inhibition. AID 504690. PfGluPho enzyme, NADPH resazurin-diaphorase fluorescence. inhibition, % at 20 µM. 350,000 tested, 0.78% active;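 active = inhibition reaching at least a set limit at 20 µM in the primary screen, cut at about 59% in these data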;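 also: 0% = DMSO wells with substrate and 100% = DMSO wells lacking glucose-6-phosphate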
UBC13 polyUb: human UBC13 polyubiquitination inhibition; P61088; 330,000 tested, 0.47% active; inhibition, % at 20 µM; UBC13 polyubiquitin chain formation, TR-FRET; in the data active = inhibition above about 45%, passing the limit was not always enough
Target sequence (P61088 whole entry, looked up): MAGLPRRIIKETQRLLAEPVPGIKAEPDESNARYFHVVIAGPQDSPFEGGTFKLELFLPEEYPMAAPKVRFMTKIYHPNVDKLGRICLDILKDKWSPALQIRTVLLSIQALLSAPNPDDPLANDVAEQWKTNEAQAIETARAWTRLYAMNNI
SENP1 FRET inh: SENP1 (human) catalytic domain inhibition. Q9P0U3. recombinant SENP1 catalytic domain, CyPet-SUMO1-YPet FRET cleavage. inhibition, % at 10 µM. 360,000 tested, 0.21% active. AID 624204;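 active = inhibition at least 30% at 10 µM, raw YFP signal under a set limit, fluorescence ratio 0.5 to 1.5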;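 also: 0% = enzyme with DMSO and 100% = no enzyme wells; some results filed as inactive read as strong as hits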
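Compound: 10 µM single point, 0.5% DMSO; Test system: hSENP1 catalytic domain, recombinant; Timing: 50 min reaction at room temperature; Technique: FRET, CFP and YFP emission; Control set: no-enzyme wells low, DMSO-plus-enzyme wells high control.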
SENP8 block-2: blocks human SENP8 cleavage of Nedd8 substrate | AID 602440 | inhibition, % at 20 µM | Q96LD8 | recombinant SENP8, Nedd8 substrate fluorescence | 360,000 tested, 0.64% active; in the data active = inhibition mostly above about 40%, no sharp cut-off; inactive = mostly below about 27%
HKDC1 inhibitor: HKDC1 (human) hexokinase inhibition | recombinant HKDC1, G6PDH/diaphorase resazurin coupled fluorescence | Q2TB90 | inhibition, % at 20 µM | 340,000 tested, 0.16% active;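 active = inhibition above about 35% when tested at 20 µM, limit read from the data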;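 also: plate controls were DMSO wells with enzyme for no effect and DMSO wells lacking enzyme for full effect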
Target sequence (Q2TB90 whole entry, looked up): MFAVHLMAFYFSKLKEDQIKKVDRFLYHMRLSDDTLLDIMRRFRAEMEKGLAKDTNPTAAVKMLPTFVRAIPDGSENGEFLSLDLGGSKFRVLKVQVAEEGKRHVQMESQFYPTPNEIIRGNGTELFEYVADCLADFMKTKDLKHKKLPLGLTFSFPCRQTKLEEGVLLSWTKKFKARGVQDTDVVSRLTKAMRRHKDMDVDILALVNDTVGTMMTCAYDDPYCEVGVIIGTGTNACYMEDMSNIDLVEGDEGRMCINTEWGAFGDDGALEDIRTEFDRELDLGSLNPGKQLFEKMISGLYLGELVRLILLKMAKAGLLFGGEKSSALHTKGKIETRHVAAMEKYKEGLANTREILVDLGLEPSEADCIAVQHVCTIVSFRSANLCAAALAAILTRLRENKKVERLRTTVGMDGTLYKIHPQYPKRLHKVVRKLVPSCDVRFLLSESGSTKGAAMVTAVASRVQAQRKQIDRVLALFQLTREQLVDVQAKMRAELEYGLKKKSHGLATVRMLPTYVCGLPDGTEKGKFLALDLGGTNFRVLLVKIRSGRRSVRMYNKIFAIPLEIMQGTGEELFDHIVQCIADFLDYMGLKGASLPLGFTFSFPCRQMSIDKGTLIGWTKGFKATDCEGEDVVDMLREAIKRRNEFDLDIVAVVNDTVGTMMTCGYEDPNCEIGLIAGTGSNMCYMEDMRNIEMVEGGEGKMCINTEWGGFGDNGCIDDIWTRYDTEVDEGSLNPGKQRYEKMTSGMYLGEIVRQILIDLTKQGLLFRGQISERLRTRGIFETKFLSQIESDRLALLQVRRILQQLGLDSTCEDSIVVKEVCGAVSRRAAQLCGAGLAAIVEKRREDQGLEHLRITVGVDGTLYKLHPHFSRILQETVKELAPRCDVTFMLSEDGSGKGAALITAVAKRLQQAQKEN
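Test system: HK5 enzyme. Quantity: 5 µg/mL HK5 final. Reagent: glucose and ATP substrates. Schedule: 90 min reaction incubation at room temperature, dark. Technique: resazurin-to-resorufin fluorescence via G6PDH and diaphorase coupling, 525/613 nm. Control set: DMSO wells with and without enzyme mix.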
beta cell repl: induces beta-cell replication in MIN6 cells. 330,000 tested, 0.29% active. AID 2380. proliferation, % at 10 µM. MIN6 cells proliferation, ATPlite luminescence, 48 h; cells starved in 0.2% serum; 100% = growth in 10% serum;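 active = compounds whose signal lies at least 3.5 SD above the mean of all wells on their plate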;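 also: 0% = DMSO-treated cells in low-serum medium and 100% = 10% serum control; some compounds called inactive have numbers as strong as hits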
* = called active by the depositor; i = inactive; . = not tested or not shown.

SMILES	SENP6 inh	SENP8 block-1	SENP7 inh	PfGluPho inh	UBC13 polyUb	SENP1 FRET inh	SENP8 block-2	HKDC1 inhibitor	beta cell repl
CCOC(=O)c1cnn(-c2ccccc2)c1NC(=O)CSc1nnc(-c2cccs2)n1CC	-43	-10	-10	-21	-12	0	15	-6	-4
COc1cccc(CNC(=O)CSc2ccc(-c3ccco3)nn2)c1	2	-2	-7	4	5	0	-15	-3	-3
CCCCN1Cc2cc(C(=O)c3cc(F)ccc3O)cnc2NC1=O	15	14	2	-1	5	-13	-377	-2	-3
CCc1cc2ccc(C)cc2nc1SCC(=O)N1CCN(C(=O)c2ccco2)CC1	-6	-3	-11	4	17	2	5	5	-4
CCNC(=S)NCCN1CCOCC1	-7	-8	-4	-7	-12	3	20	-3	-1
Cc1ccccc1NC(=O)c1cc(S(=O)(=O)Nc2cccc(C(=O)O)c2)ccc1Cl	-6	-6	-3	-30	-4	1	8	-2	-2
CCCCN1C2CCCC1CC(NC(=O)c1ccc(OC)c(OC)c1)C2 (stereo not drawn)	14	5	4	9	2	0	14	1	1
N#Cc1c2ccc(OCC(=O)NCc3ccco3)cc2n2ccccc12	20	10	12	-1	-9	-25	-293	5	1
O=C(CN1CCN(S(=O)(=O)c2ccccc2F)CC1)NC1CCCC1	0	-2	-4	-5	0	0	5	9	-1
CCCCc1ccc(NC(=O)C2CCCC2)cc1	-18	-8	15	22	0	-1	20	0	0
CCOC(=O)c1cc2c(ccn2C)n1CC(=O)N1CCC(C)CC1	22	-6	0	3	-31	0	-2	7	-3
NC(Cc1ccc(OC(F)F)cc1)C(=O)O (stereo not drawn)	-7	-16	-9	-12	-10	-1	18	12	-2
COc1ccc(-c2coc3cc(O)cc(O)c3c2=O)cc1	42	32	27	-20	10	0	19	-5	-2
S=C(Nc1cccc(Cl)c1)N(CCCN1CCCC1)Cc1cccn1Cc1ccc(Cl)cc1	-8	-1	2	18	18	-1	40*	-1	-8
O=C(Nc1ccc(F)cc1)Nc1sccc1-c1nc2ccccc2s1	-3	-6	-3	27	12	-51	-119	-4	-1
O=C(NCCC1=CCCCC1)c1cc(-c2ccccn2)nc2ccccc12	-12	-7	-13	-16	-9	0	20	-7	-3
COc1ccc(Cl)cc1NC(=O)CN(C)CC(=O)Nc1cccc(S(=O)(=O)N2CCCC2)c1	-9	7	-4	1	11	2	18	-2	8
O=C(c1ccccc1)N1CCCC(c2nc3c(nnn3Cc3ccccc3)c(=O)[nH]2)C1 (stereo not drawn)	-9	-4	-4	-24	-13	2	-29	-4	-2
CCOC(=O)C1(C)NC(c2ccc(N(C)C)cc2)C2C(=O)N(CC)C(=O)C21 (stereo not drawn)	20	5	0	8	4	1	-108	0	0
c1nc(Nc2ccc(N3CCOCC3)cc2)c2ccsc2n1	-23	2	9	37	2	8	-10	-3	1
CCN(CC)CCCNC(=O)C1c2cc(OC)c(OC)cc2C(=O)N(C)C1c1cccs1 (stereo not drawn)	-12	-4	-6	-1	-3	0	-1	-4	0
Cc1cc(C)n2nc(CC(=O)NCc3ccc(F)cc3)nc2n1	-6	-2	-3	-18	-16	1	9	16	-2
Cc1ccc(NC(=O)C2CCCN2C(=O)NCc2ccccc2)cc1 (stereo not drawn)	5	1	7	-1	25	1	6	-6	-3
N#Cc1c(NC(=O)COC(=O)c2nccnc2N)sc2c1CCCC2	-2	8	6	-3	-6	-11	i	2	-1
O=C(COc1ccccc1F)NNC(=O)c1ccc(F)c(S(=O)(=O)N2CCOCC2)c1	-11	-2	12	-1	5	1	4	-7	-3
Cc1ccc(S(=O)(=O)NCc2ccccc2C)cc1	-29	-9	-11	21	-5	2	10	-5	-2
Cc1noc(C)c1COc1ccc(C(=O)N2CCN(c3ccccn3)CC2)cc1	-17	-8	5	-4	0	1	-2	-4	4
COc1ccc(/C=N/Nc2ncccc2[N+](=O)[O-])c(OC)c1	100*	97*	99*	-9	-228	4	30	8	-2
COCc1[nH][nH]c(=O)c1/C=N/N1CCOCC1	-4	-4	1	19	1	2	11	-2	0
COc1cccc(C(=O)C2CCCN(Cc3c(C)n(C)n(-c4ccccc4)c3=O)C2)c1 (stereo not drawn)	-10	-1	9	9	0	3	6	0	-3
CCN(CC(=O)Nc1c(F)cccc1F)C(=O)CCOc1ccccc1	-21	-12	-13	-18	55*	1	7	-4	-2
CN1CCN(Cc2nc(Cc3ccccc3)no2)CC1c1ccccc1 (stereo not drawn)	-6	-2	-8	-11	-19	-2	2	0	0
COc1ccccc1CNC(=O)[C@@H]1CCCN1S(=O)(=O)c1ccc(C)cc1	0	-4	-5	-10	-9	0	17	-10	-1
Cn1cc(C(=O)C(=O)N2CCN(c3ccccc3)CC2)c2ccccc21	6	4	3	6	-2	3	20	-7	6
Brc1ccc(-c2nc(-c3ccncc3)no2)o1	32	-17	4	-11	-12	1	21	3	-2
COCc1c(C(=O)N2CCN(c3ccccc3C)CC2)oc2ccccc12	-7	-7	0	8	0	0	3	3	-4
CC(=O)N1c2ccc(S(=O)(=O)N3CCC(C(=O)Nc4cc(C)cc(C)c4)CC3)cc2CC1C (stereo not drawn)	15	0	4	-3	-4	0	-195	4	-1
O=C(Cn1nc(-c2ccc(F)cc2)ccc1=O)Nc1ccc(C(=O)NC2CC2)cc1	-20	-9	-14	-17	-3	2	-6	-11	-4
O=S(=O)(Nc1cccc(-c2cn3cccnc3n2)c1)c1ccccc1	2	5	1	-14	13	1	-275	2	-2
CC12CCC(=O)N1C(C(=O)OCC(=O)Nc1ccc(S(N)(=O)=O)cc1)CS2 (stereo not drawn)	-50	-12	-10	27	-10	0	11	-8	0
CCc1cc2c(nc1CC)CCN(CC/C(C)=N/O[C@@H](C)c1cc(-c3c(C)cc(C)cc3C)no1)C2	1	-7	2	.	36	.	.	.	-9
CCCCNC(=O)c1ccc2c(OCC)n(CCCC)nc2c1	2	12	-5	2	14	2	-477	-1	2
CCc1ccc(C(=O)COC(=O)[C@@H](NC(N)=O)[C@@H](C)CC)cc1	-2	-4	4	-10	1	-2	5	16	-5
O=c1cc(CSc2nnnn2-c2ccccc2)[nH]c2[nH]n(-c3ccccc3)c(=O)c12	-8	5	-3	-11	-8	-2	23	-3	-4
C[C@H](NC(=O)C1(c2ccccc2)CCN(C(=O)OC(C)(C)C)CC1)C(=O)N[C@@H](C(=O)O)c1ccccc1	-2	-11	-10	9	-11	-1	34	-1	0

In another format: 17 of the compounds above.
Sequence of screens: SENP6 inh	SENP8 block-1	SENP7 inh	PfGluPho inh	UBC13 polyUb	SENP1 FRET inh	SENP8 block-2	HKDC1 inhibitor	beta cell repl
Cc1noc(C)c1COc1ccc(C(=O)N2CCN(c3ccccn3)CC2)cc1
  -17	-8	5	-4	0	1	-2	-4	4
COc1ccc(/C=N/Nc2ncccc2[N+](=O)[O-])c(OC)c1
  100*	97*	99*	-9	-228	4	30	8	-2
COCc1[nH][nH]c(=O)c1/C=N/N1CCOCC1
  -4	-4	1	19	1	2	11	-2	0
COc1cccc(C(=O)C2CCCN(Cc3c(C)n(C)n(-c4ccccc4)c3=O)C2)c1 (stereo not drawn)
  -10	-1	9	9	0	3	6	0	-3
CCN(CC(=O)Nc1c(F)cccc1F)C(=O)CCOc1ccccc1
  -21	-12	-13	-18	55*	1	7	-4	-2
CN1CCN(Cc2nc(Cc3ccccc3)no2)CC1c1ccccc1 (stereo not drawn)
  -6	-2	-8	-11	-19	-2	2	0	0
COc1ccccc1CNC(=O)[C@@H]1CCCN1S(=O)(=O)c1ccc(C)cc1
  0	-4	-5	-10	-9	0	17	-10	-1
Cn1cc(C(=O)C(=O)N2CCN(c3ccccc3)CC2)c2ccccc21
  6	4	3	6	-2	3	20	-7	6
Brc1ccc(-c2nc(-c3ccncc3)no2)o1
  32	-17	4	-11	-12	1	21	3	-2
COCc1c(C(=O)N2CCN(c3ccccc3C)CC2)oc2ccccc12
  -7	-7	0	8	0	0	3	3	-4
CC(=O)N1c2ccc(S(=O)(=O)N3CCC(C(=O)Nc4cc(C)cc(C)c4)CC3)cc2CC1C (stereo not drawn)
  15	0	4	-3	-4	0	-195	4	-1
O=C(Cn1nc(-c2ccc(F)cc2)ccc1=O)Nc1ccc(C(=O)NC2CC2)cc1
  -20	-9	-14	-17	-3	2	-6	-11	-4
O=S(=O)(Nc1cccc(-c2cn3cccnc3n2)c1)c1ccccc1
  2	5	1	-14	13	1	-275	2	-2
CC12CCC(=O)N1C(C(=O)OCC(=O)Nc1ccc(S(N)(=O)=O)cc1)CS2 (stereo not drawn)
  -50	-12	-10	27	-10	0	11	-8	0
CCc1cc2c(nc1CC)CCN(CC/C(C)=N/O[C@@H](C)c1cc(-c3c(C)cc(C)cc3C)no1)C2
  1	-7	2	.	36	.	.	.	-9
CCCCNC(=O)c1ccc2c(OCC)n(CCCC)nc2c1
  2	12	-5	2	14	2	-477	-1	2
CCc1ccc(C(=O)COC(=O)[C@@H](NC(N)=O)[C@@H](C)CC)cc1
  -2	-4	4	-10	1	-2	5	16	-5

The listing continues.
SMILES	SENP6 inh	SENP8 block-1	SENP7 inh	PfGluPho inh	UBC13 polyUb	SENP1 FRET inh	SENP8 block-2	HKDC1 inhibitor	beta cell repl
O=C(CN1CCN(Cc2ccccc2)CC1)NNC(=O)c1ccccc1	-16	-20	-7	-1	-3	0	5	-2	-1
CCC1(c2ccccc2)NC(=O)N(CC(=O)Nc2cc(C(F)(F)F)ccc2N2CCCC2)C1=O (stereo not drawn)	-3	2	-2	9	-3	-1	7	0	-1
CN(CC1CCCO1)S(=O)(=O)c1ccc(C(=O)Nc2ccc(S(N)(=O)=O)cc2)cc1 (stereo not drawn)	-2	6	1	9	0	3	6	-4	2
COc1ccc(OCc2cc(C(=O)N(C)CCC3CCOCC3)no2)c(Cl)c1	-2	-1	-1	7	-2	-1	7	5	5
O=C(Nc1nc2cc3c(cc2s1)OCCO3)c1cccs1	96*	94*	98*	3	-6	1	-385	1	-5
O=C(COC(=O)/C=C/c1cccs1)NC1CC1	-26	5	7	-6	-6	3	15	-13	-5
COc1ccc(OC(=O)c2ccc(OC)c(S(=O)(=O)N3CCOCC3)c2)cc1	2	-3	5	18	7	-5	0	-4	-5
COCCOC(=O)C1=C(C)NC(=S)NC1/C=C/c1ccccc1 (stereo not drawn)	0	3	7	3	0	-1	1	-10	0
Cc1csc(NC(=O)COc2ccc3c(C)cc(=O)oc3c2)n1	1	-14	10	-9	12	-4	-125	-11	2
CCCCCSc1nc2c(cnn2-c2ccccc2)c(=O)[nH]1	-3	1	1	-28	-9	0	16	0	-2
COc1ccc(C2=NN(c3ccc(C=O)cc3)C(c3ccccc3)C2)cc1 (stereo not drawn)	-14	0	2	30	7	.	.	2	0
COc1ccc(C(CNC(=O)c2cc(S(=O)(=O)NCc3ccco3)ccc2C)N(C)C)cc1 (stereo not drawn)	-15	-2	-2	11	19	-2	1	-4	-1

Compound activity as filed in PubChem BioAssay.
